Source: PubChem (National Center for Advancing Translational Sciences (NCATS))
KAT2A inh: blocks human GCN5L2 histone acetyltransferase | AID 504327 | 390,000 tested, 0.21% active | GCN5L2 HAT assay, ThioGlo1 CoA-SH fluorescence | Potency, µM (highest dose often 58.9 µM), for the others: at the highest dose activity change, negative = inhibition, most hits filed as inhibitors
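Titration-based screen in which CoA formation is detected via maleimide probe ThioGlo1 (50uM) turning fluorescent on thiol reaction; substrates H3(1-25) 75uM and acetyl-CoA 70uM, GCN5L2 20nM, 20 min incubation at room temperature.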
N370S GC: N370S glucocerebrosidase modulation, Gaucher chaperone candidate. P04062. N370S GC spleen homogenate, 4MU-glucoside fluorescence. Potency, µM (titrated, usually from 59.4 µM), without a hit: at the top dose activity change, negative = inhibition, most hits filed as inhibitors. 330,000 tested, 0.092% active. AID 2101;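 also: 0% = full enzyme activity and -100% = no enzyme basal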
FEN1 inh: inhibitors of human flap endonuclease 1. P39748. Recombinant FEN1 flap cleavage, fluorescence, 15 min. Potency, µM (highest dose often 114 µM), for inactives: at the highest dose activity change, negative = inhibition, actives largely listed as inhibitors. 390,000 tested, 0.35% active. AID 588795; also: nearly all actives have a fitted effect of over 65% in size
Target sequence (P39748 whole entry, looked up): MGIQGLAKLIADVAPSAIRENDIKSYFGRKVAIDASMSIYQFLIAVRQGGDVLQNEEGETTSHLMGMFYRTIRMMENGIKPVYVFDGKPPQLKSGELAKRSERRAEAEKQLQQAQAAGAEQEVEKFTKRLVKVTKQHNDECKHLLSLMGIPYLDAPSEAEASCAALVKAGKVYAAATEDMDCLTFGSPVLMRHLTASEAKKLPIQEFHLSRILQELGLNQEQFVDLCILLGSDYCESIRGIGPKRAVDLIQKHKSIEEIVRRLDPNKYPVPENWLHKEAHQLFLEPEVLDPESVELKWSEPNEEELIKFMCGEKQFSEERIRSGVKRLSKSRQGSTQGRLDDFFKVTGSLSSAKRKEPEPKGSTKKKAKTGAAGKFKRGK
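Recombinant FEN1 (10 nM) was preincubated with pin-transferred compounds for 15 min at room temperature, then flap DNA substrate (50 nM final) was added. Plates were read at 0 and 15 min, and normalized concentration–response data were fitted to a four-parameter Hill equation.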
Numbers without * were called inactive; u = inconclusive; x = not tested or not shown; & = joins results of further samples; [ ] = another dose, or the depositor's remark. Calls follow the shape of the dose curve; as a rule, active = well fitted curve in the direction sought with a large enough effect; inconclusive = small, poorly fitted or top-dose-only effect, or another doubt; inactive = no such curve, though single readings can be large; an effect the other way counts as inactive or inconclusive. Unless noted, % is scaled to controls: 0 for no effect and ±100 for the full control effect; potency is read from the fitted curve at half-maximal effect.

SMILES	KAT2A inh	N370S GC	FEN1 inh
CCOc1cccc(-c2nnc3sc(-c4cccs4)nn23)c1	-4%	18%	-9%
Cc1ccc(NC(=O)COC(=O)Cc2c[nH]c3ccccc23)cc1F	-2%	20%	-4%
CCOC(=O)c1ccc(-c2nnc(-c3ccc(Cl)cc3Cl)o2)cc1	2%	-2%	-1%
COc1cc2c(cc1OC)CN(C(=O)c1nn(Cc3ccccc3)c(=O)c3ccccc13)CC2	1%	x	-8%
COc1ccc(N/N=C(/Oc2ccc([N+](=O)[O-])cc2)C(C)=O)cc1	-1%	-1%	-18%
Cc1ccc(-n2c(O)c(C=NC3CCS(=O)(=O)C3)c3ccccc3c2=O)c(C)c1 (centres undefined)	-8%	-8%	-5%
Cc1cc(NC(=O)C(C)SCC(=O)Nc2ccccc2N2CCCCC2)no1 (centres undefined)	-20%	-19%	1%
COc1ccc(C(=O)N2CCN(c3ccc(NC(=O)c4ccco4)cc3)CC2)cc1	-1%	0%	1%
CCC(=O)N1CCN(c2ccccc2NC(=O)COc2ccc(C(C)C)cc2)CC1	0%	3%	-2%
Cc1ccc(Cl)cc1N1CCN(C(=O)Cc2csc(Nc3nc(=S)[nH]c4ccccc34)n2)CC1	-1%	-3%	10%
COc1ccc(CC(CC(=O)O)C(=O)Nc2ccc(Cl)c(Cl)c2)cc1 (centres undefined)	-3%	-2%	0%
CCOC(=O)C1(Cc2ccc(OC)cc2)CCN(C(=O)CN2CCOC2=O)CC1	0%	-7%	-5%
CCOc1cccc(C(=O)Nc2ccc3c(c2)OCCO3)c1	-24%	0%	6%
CCN(CC(=O)Nc1c(F)cccc1F)C(=O)c1ccc(N2CCOCC2)c([N+](=O)[O-])c1	-7%	u	-6%
O=C(O)CCc1nc2cccnc2n1Cc1ccccc1	0%	8%	12%
O=C(Cn1c(=O)n(-c2ccc(F)cc2)c(=O)c2sccc21)NC1CCCCC1	-5%	1%	-3%
O=C(Cc1c(F)cccc1Cl)NNC(=O)c1ccc(Br)s1	-5%	x	6%
O=C(NCc1nnc(SCc2ccc(C(F)(F)F)cc2)n1-c1ccccc1)C12CC3CC(CC(C3)C1)C2	-22%	31%	-17%
COc1ccc(CNC(=O)CNC(=O)c2ccc(C(C)(C)C)cc2)cc1OC	-3%	-2%	13%
CN(C)c1ccc(NC(=O)CN2CCC(O)(c3ccccc3)CC2)cc1	1%	-9%	7%
O=C(COc1ccc(Br)cc1Cl)N1CCN(c2ncccn2)CC1	-8%	x	-1%
CCOC(=O)c1cc(-c2ccc(/C=N\n3cnnc3)o2)ccc1Cl	-21%	-9%	-8%
CC(=O)NC(c1ccc(C)cc1)c1cc(Cl)c2cccnc2c1O (centres undefined)	2%	-5%	u
O=C(c1ccco1)N1CCN(Cc2nnc(-c3ccccc3)o2)CC1	2%	9%	-2%
O=C1CSC(c2ccc(Cl)cc2Cl)N1c1ccccn1 (centres undefined)	3%	-7%	-11%
COc1ccc(-c2nc(-c3cccc(C)c3)nc(N3CCN(C)CC3)c2C#N)cc1	-8%	5%	-7%
CCOC(=O)C(=CNc1ccc2c(c1)c1ccccc1n2CC)C(=O)OCC	-8%	9%	-21%
COC(=O)N/N=C/c1cn(CCCOc2ccccc2)c2ccccc12	-15%	5%	-19%
Cn1c(NC(=O)c2cc(-c3ccc4c(c3)OCO4)nc3ccccc23)cc(=O)n(C)c1=O	-2%	-9%	-5%
COc1ccc(N2C(=O)[C@H]3[C@@H](C2=O)C2c4ccccc4C=NN2[C@H]3C(=O)C(C)(C)C)cc1 (some centres undefined)	-8%	6%	-20%
COc1cccc(OC)c1OCCCCn1cnc2ccccc2c1=O	2%	-3%	0%
CCn1ncc(S(=O)(=O)Nc2cc(Cl)ccc2C)c1C	-7%	2%	-19%
O=C(CSc1nc2ccccc2c(=O)n1-c1ccccc1)N1CCN(CCO)CC1	-11%	-4%	-10%
CCn1nc(NS(=O)(=O)c2ccc([N+](=O)[O-])cc2)c2cc3ccc(C)cc3nc21	-4%	0%	20%
O=C(Nc1ccc(Cl)c(C(F)(F)F)c1)C(=O)N1CCCCC1	7%	8%	-15%
O=C(NNC(=O)c1ccccc1O)c1ccc(Cl)c(S(=O)(=O)N2CCCCC2)c1	-2%	-8%	-14%
Cc1cccc(C(=O)NCCC(=O)Nc2ccc(C#N)cc2)c1	-4%	-5%	-3%
O=C(NCC(=O)N1CCN(C(=O)c2ccco2)CC1)c1ccc(Cl)cc1	0%	0%	5%
Cc1cccc(NC(=O)CSc2nnc([C@@H](N)Cc3ccccc3)o2)c1C	-10%	4%	-7%
COc1cc(C2C3=C(CC(C)(C)CC3=O)OC(N)=C2[N+](=O)[O-])ccc1O (centres undefined)	-7%	-15%	-10%
Cc1c(C)n2c(SCC(=O)N3CCC(C)CC3)nnc2[nH]c1=O	-8%	-19%	-3%
Cc1cc(C)c2cc(C)c(SCC(=O)NCc3ccco3)nc2c1	-7%	u	-3%
Cc1cccc(C)c1NC(=O)N1CC=CCC1	-3%	-2%	-3%
COCCCNC(=O)/C(C#N)=C/c1ccc(F)cc1	-4%	-18%	0%
CC(=O)Nc1ccc(Nc2cc(C)nc3c(-c4ccccc4)c(C)nn23)cc1	-6%	6%	-1%
CCCC(=O)O[C@@H]1C[C@@H](C)N(C(=O)c2ccccc2)c2ccc(C)cc21	-7%	7%	6%
COc1ccc(C(=O)n2nnc3ccccc32)cc1Br	-2%	3%	-13%
O=C(N/N=C/c1ccc(Cl)cc1)c1ccc2c(c1)OCO2	-16%	-12%	2%
C1=C(c2ccccc2)N2CCN=C2S1	-6%	-2%	1%
COCCNC(=O)CS(=O)Cc1nc(-c2ccc(OC)cc2)oc1C (centres undefined)	-15%	-20%	-6%
C/C=C(/C)C(=O)Nc1cccc(C2=NOC3(C2)C[C@@H](C(N)=O)N(C(=O)[C@H]2CCC(=O)N2)C3)c1 (some centres undefined)	-8%	0%	12%
COc1ccc(CNC(=O)CCCn2nc(C)c3c(C)n(-c4ccccc4)nc3c2=O)cc1	-1%&-2%	0%	20%&19%
Cc1cccnc1-n1c(CCN2C(=O)c3ccccc3C2=O)nc2ccccc2c1=O	-3%	5%	-11%
CC(C)C1C(=O)Nc2ccc(S(=O)(=O)NCc3ccc(Cl)cc3)cc21 (centres undefined)	-9%	x	-4%
CCCC(=O)C1=C(O)C(C(=O)OC)C(C)(C)CC1=Nc1cccc2ccccc12 (centres undefined)	-14%	-6%	-19%
OC(CN1CCOCC1)CN(c1ccccc1)c1ccccc1 (centres undefined)	-5%	1%	-7%
COc1cc(NC(=O)CN2CCC(C(N)=O)(N3CCCCC3)CC2)c(OC)cc1Cl	-7%	-1%	-4%
Cc1cc(=O)[nH]c(SCCc2ccccc2)n1	-10%	-3%	5%
CN1CCN(CCCNC(=O)c2ccc3c(=O)n(CCc4ccccc4)c(=O)[nH]c3c2)CC1	0%	u	0%
Cc1ccc(S(=O)(=O)CCC(=O)NCCC2=CCCCC2)cc1	-5%	-6%	1%

Sorted by SMILES length (smallest number first): part of the list above
SMILES	KAT2A inh	N370S GC	FEN1 inh
COCCCNC(=O)/C(C#N)=C/c1ccc(F)cc1	-4%	-18%	0%
Cc1cccnc1-n1c(CCN2C(=O)c3ccccc3C2=O)nc2ccccc2c1=O	-3%	5%	-11%
CCCC(=O)O[C@@H]1C[C@@H](C)N(C(=O)c2ccccc2)c2ccc(C)cc21	-7%	7%	6%

Following part
SMILES	KAT2A inh	N370S GC	FEN1 inh
COc1ccccc1CNC(=O)c1cnn2c(C(F)F)cc(C)nc12	-4%	u	-16%
O=C(NC1CCS(=O)(=O)C1)c1cn(-c2ccccc2)nc1-c1ccccc1 (centres undefined)	-3%	u	-2%
CC(=O)N/C(=C\c1ccc(F)cc1)C(=O)NC(Cc1ccccc1)C(=O)O (centres undefined)	-7%	-2%	-7%
CCCN(CCC)CCCNC(=O)c1ccc2c(Cl)c3c(nc2c1)CCC3	-1%	-5%	0%
CC(NC(=O)/C(=C\c1ccco1)NC(=O)c1ccco1)C(=O)O (centres undefined)	-1%	-1%	7%
CCOc1ccc(NC(=O)CSc2nc3ccccc3c(=O)n2CCNC(C)=O)cc1	-3%	5%	1%
O=C1Nc2ccccc2/C1=N/N=C/c1ccc(-c2ccc([N+](=O)[O-])cc2)o1	-5%	-4%	-9%
CC(C)Oc1ccc(N2C(=O)c3ccccc3C2=O)cc1	-1%	3%	1%
CCOC(=O)C(NC(C)=O)C(O)c1ccc([N+](=O)[O-])cc1 (centres undefined)	u	-21%	-12%
COc1ccc(CNC(=O)N2CCc3ccccc3C2)cc1	0%	15%	3%
Cc1cc(C)nc(-n2nc(C)cc2NC(=O)c2cccc(S(=O)(=O)N3CCOCC3)c2)n1	-9%	5%	-1%
Cc1cc(OCC(=O)Nc2ccc(CN3CCOCC3)cc2)c2c(C)c(C)c(=O)oc2c1	u	-8%	-19%
Cc1cccc(C)c1-n1nnnc1C(C)(C)N1CCN(N=O)CC1	u	5%	-2%
CC(C)NC(=O)N1CC[C@@]2(CCCN(C(=O)c3csnn3)C2)C1	-10%	0%	x
O=C(CN1CCN(c2ccc(F)cc2)CC1)Nc1cc(C(F)(F)F)ccc1Cl	-12%	7%	-3%
Cc1ccccc1N(C(=O)CCCC(=O)Nc1ccccn1)C(C(=O)NC1CCCC1)c1ccc(O)cc1 (centres undefined)	3%	-11%	-1%
COc1ccc(S(=O)(=O)N(C)C[C@H]2Oc3c(NC(=O)Nc4c(C)noc4C)cccc3C(=O)N([C@H](C)CO)C[C@@H]2C)cc1	-3%	x	26%
Cc1ccc(Cn2ccc(NC(=O)C3C4CCC(C4)C3C(=O)O)n2)cc1 (centres undefined)	0%[0.501 µM]	7%	9%
Cc1cc(Cl)ccc1OCC(=O)N[C@@H](Cc1ccccc1)c1nc2ccccc2[nH]1	-3%	6%	8%
CCOC(=O)C(=CNNc1cccc(Cl)c1)C(=O)OCC	-9%	1%	-11%
CCOC(=O)CN(C(=O)COc1nc(-c2ccccc2)cc(C)c1C#N)c1ccccc1C	-1%	17%	-9%
Cc1csc(NC(=O)Cc2ccccc2Cl)n1	-3%	1%	-8%
CCC/C(=C1/c2ccccc2C(=O)N1c1ccccc1)c1ccc2c(c1)OCCO2	-2%	x	-18%
O=C(CSc1nc(C2CC2)n(-c2ccccc2)n1)NCc1ccco1	2%	x	-8%
CCCCN(C)CCn1c(=S)[nH]c2ccc(N3CCOCC3)cc2c1=O	-27%	-21%	-7%
CCCCn1c(SCC(=O)Nc2cccc(OC)c2)nc2c(sc3ccccc32)c1=O	4%	x	4%
Cc1cc(NC(=O)CCC2CCCC2)no1	-2%	-4%	-16%
CC(C)(C)Cc1nnc(NC(=O)CCc2ccccc2)s1	-1%	-11%	17%
CCOc1ccccc1NC(=O)CN(C)S(=O)(=O)c1cccc2nsnc12	0%	9%	-3%
COc1cccc(/C=C2/C(=O)NN(c3ccccc3)C2=O)c1	-7%	-4%	4%
COCCN(C(=O)CSc1nncn1-c1ccccc1)c1c(N)n(Cc2ccccc2)c(=O)[nH]c1=O	3%	-10%	-1%
CCC(=O)N1CCC2(CC1)Oc1ccc(F)cc1C(=O)C21CC(c2ccccc2)=NO1 (centres undefined)	12%	7%	-12%
COc1ccc(Cn2nnnc2C(CC(C)C)N2CCN(c3ccccc3)CC2)cc1 (centres undefined)	-12%	-19%	8%
CC(=O)c1cccc(CN2CCCC(CCC(=O)NCc3ccccc3F)C2)c1 (centres undefined)	3%	-3%	-6%
COC(=O)C1=CN(Cc2ccccc2)C=C(C(=O)OC)C1c1ccc(OC)c(OC)c1	-3%	u	5%
COc1cc(/C(C)=N/NC(=O)CN2CCN(S(=O)(=O)c3ccc(C)cc3)CC2)ccc1O	-4%	-10%	12%
C#CCn1c(=NC(=O)c2cccs2)sc2cccc(OC)c21	-17%	13%	-24%
CN(C)C1N(C(=O)c2ccccc2)N=C2c3ccccc3S(=O)(=O)N21 (centres undefined)	-7%	-11%	-9%

As a short view, twelve of the compounds above:
SMILES	KAT2A inh	N370S GC	FEN1 inh
CCC/C(=C1/c2ccccc2C(=O)N1c1ccccc1)c1ccc2c(c1)OCCO2	-2%	x	-18%
O=C(CSc1nc(C2CC2)n(-c2ccccc2)n1)NCc1ccco1	2%	x	-8%
CCCCN(C)CCn1c(=S)[nH]c2ccc(N3CCOCC3)cc2c1=O	-27%	-21%	-7%
CCCCn1c(SCC(=O)Nc2cccc(OC)c2)nc2c(sc3ccccc32)c1=O	4%	x	4%
Cc1cc(NC(=O)CCC2CCCC2)no1	-2%	-4%	-16%
CC(C)(C)Cc1nnc(NC(=O)CCc2ccccc2)s1	-1%	-11%	17%
CCOc1ccccc1NC(=O)CN(C)S(=O)(=O)c1cccc2nsnc12	0%	9%	-3%
COc1cccc(/C=C2/C(=O)NN(c3ccccc3)C2=O)c1	-7%	-4%	4%
COCCN(C(=O)CSc1nncn1-c1ccccc1)c1c(N)n(Cc2ccccc2)c(=O)[nH]c1=O	3%	-10%	-1%
CCC(=O)N1CCC2(CC1)Oc1ccc(F)cc1C(=O)C21CC(c2ccccc2)=NO1 (centres undefined)	12%	7%	-12%
COc1ccc(Cn2nnnc2C(CC(C)C)N2CCN(c3ccccc3)CC2)cc1 (centres undefined)	-12%	-19%	8%
CC(=O)c1cccc(CN2CCCC(CCC(=O)NCc3ccccc3F)C2)c1 (centres undefined)	3%	-3%	-6%
